Screens from PubChem.
PfHsp90 set2: growth inhibition of yeast expressing Plasmodium Hsp90. AID 504621. 0.32% of 310,000 active. S. cerevisiae expressing PfHsp90, BacTiter-Glo ATP, 48 h; yeast lacking PDR1 and PDR3 efflux regulators. inhibition, % at 9.4 µM;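 active = every replicate shows inhibition above about 80%, whatever the replicate mean, limit read from the data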;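 also: 0% = DMSO neutral controls and 100% = 20 µM radicicol positive controls; yeast relying on Plasmodium falciparum Hsp90 in place of its own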
MOR-DOR inv ag: inverse agonists of human mu-delta opioid receptor heterodimerization | P35372+P41143 | cell-based MOR-DOR heterodimer luminescence, inverse agonism | inhibition, % at 9.3 µM | 0.21% of 340,000 active; in the data active = inhibition above about 22%, passing the limit was not always enough;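 also: 0% = cells with DMSO and 100% = wells without cells with DMSO; values of inactives mirror those of a sister screen read the other way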
AddAB inh: less growth of phage-infected E. coli with AddAB. E. coli expressing H. pylori AddAB, absorbance growth. inhibition, % at 11.9 µM. 0.29% of 330,000 active. AID 435030; in the data active = inhibition above about 12%;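 also: 0% = vehicle wells of infected cells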
Tat export inh: blocks Tat-dependent protein export in E. coli. AID 488895. inhibition, % at 10 µM. E. coli MC4100 TorA-mCherry Tat export, fluorescence. 0.036% of 340,000 active;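 active = mean replicate inhibition at least 50% and at least half of replicates individually reaching 50%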;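 also: exported cargo escapes ClpAP degradation while cytoplasmic cargo is degraded and loses fluorescence; 0% = median of neutral control wells and 100% = median of NaSCN control wells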
phage Ecoli inh: E. coli growth loss with phage present; 0.26% of 360,000 active; growth absorbance; inhibition, % at 11.9 µM; in the data active = inhibition above about 11%
PKA-R1A activ: activates the PKA-R1A holoenzyme complex. 0.083% of 340,000 active. PKA-R1A dissociation, Cy5-IP20 fluorescence polarization; scaled: DMSO 0%, 113 µM cGMP 100%. activation, % at 11.4 µM;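 active = percent activation above the mean of all tested compounds plus 3 SD, cut at about 19% in these data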;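 also: higher means more PKAc released from R1A so a rise in polarization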
PKA-R2B act: activates the human PKA-R2B holoenzyme complex; P22694+P31323; PKA-R2B holoenzyme dissociation, Cy5-IP20 fluorescence polarization; R2B truncated from residue 108, S112A mutant; 0% DMSO only, 100% 113 µM cGMP; activation, % at 11.4 µM; 0.079% of 340,000 active;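 active = activation above a cutoff set at the mean over all compounds plus 3 SD, cut at about 18% in these data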;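 also: higher means more holoenzyme dissociation and a rise in polarization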
Target sequence (P31323 whole entry, looked up, other chains not shown, the tested form may be a part): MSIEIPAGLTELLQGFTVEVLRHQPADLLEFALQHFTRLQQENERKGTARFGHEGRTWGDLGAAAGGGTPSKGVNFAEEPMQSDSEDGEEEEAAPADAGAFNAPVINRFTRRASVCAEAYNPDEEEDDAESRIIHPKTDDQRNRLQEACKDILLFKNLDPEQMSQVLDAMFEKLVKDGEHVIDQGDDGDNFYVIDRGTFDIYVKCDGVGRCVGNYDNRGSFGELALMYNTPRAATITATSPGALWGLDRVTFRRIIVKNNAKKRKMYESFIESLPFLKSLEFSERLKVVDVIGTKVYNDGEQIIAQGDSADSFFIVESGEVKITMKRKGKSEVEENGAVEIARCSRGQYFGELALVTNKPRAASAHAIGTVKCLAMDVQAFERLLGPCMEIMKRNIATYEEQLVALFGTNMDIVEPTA
HTR5A inv ctr: inverse agonist of human HTR5A in OPRM1-OPRD1 counter-screen; P47898; inhibition, % at 9.3 µM; 0.083% of 340,000 active; HTR5A cell line, luminescence, inverse agonism; AID 504634; in the data active = inhibition mostly above about 23%, no sharp cut-off; inactive = mostly below about 18%;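 also: 0% = cells with DMSO and 100% = no-cell wells with DMSO; some compounds called inactive have numbers as strong as hits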
Target sequence (P47898 whole entry, looked up): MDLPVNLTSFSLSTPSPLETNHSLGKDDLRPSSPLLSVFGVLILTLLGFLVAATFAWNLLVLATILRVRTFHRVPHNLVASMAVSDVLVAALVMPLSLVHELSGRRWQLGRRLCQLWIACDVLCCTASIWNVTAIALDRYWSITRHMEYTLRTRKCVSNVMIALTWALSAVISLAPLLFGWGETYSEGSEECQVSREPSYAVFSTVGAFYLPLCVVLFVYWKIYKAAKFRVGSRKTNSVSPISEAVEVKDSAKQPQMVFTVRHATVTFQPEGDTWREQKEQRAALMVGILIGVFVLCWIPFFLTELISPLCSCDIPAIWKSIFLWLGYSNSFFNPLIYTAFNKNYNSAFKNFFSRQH
Mot1-301 SUMO: SUMOylation pathway inhibition by Mot1-301 growth rescue. S. cerevisiae Mot1-301 growth rescue, ATP luminescence, 38.5C; percent above DMSO median, 100 means doubled. growth rescue, % at 18.8 µM. 1% of 320,000 active;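 active = every valid replicate shows activation above 250% relative to neutral control wells; inactive = the rest, any valid replicate at or below 250%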;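 also: OY570 slx delta 5 strain wells were the positive control but not used for scaling; some compounds called inactive have numbers as strong as hits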
Ecoli viability: counter-screen for AddAB inhibitors: E. coli growth inhibition. E. coli V3065 growth, OD600 absorbance, 18 h. inhibition, % at 11.9 µM. 0.27% of 330,000 active. AID 449728;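 active = inhibition above the campaign's mean inhibition across all tested compounds plus 3 SD, cut at about 9.9% in these data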;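 also: uninfected addAB+ strain grown without phage in ampicillin broth; 0% = DMSO wells and 100% = ciprofloxacin 0.95 µg/ml wells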
OPRM1-OPRD1 ag: agonists of human mu-delta opioid receptor heterodimerization; activation, % at 9.3 µM; P35372+P41143; 0.3% of 340,000 active; cells, OPRM1-OPRD1 heterodimerization, luminescence; in the data active = activation above about 18%;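 also: 0% = vehicle-treated cells and 100% = reference agonist; values of inactives mirror those of a sister screen read the other way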
* marks the source's active call; other numbers are inactive results; x = no result given. An unsorted share of the library; overall some 2.2% were active at least once.

mol,PfHsp90 set2,MOR-DOR inv ag,AddAB inh,Tat export inh,phage Ecoli inh,PKA-R1A activ,PKA-R2B act,HTR5A inv ctr,Mot1-301 SUMO,Ecoli viability,OPRM1-OPRD1 ag
CC(=O)C1=C(C)NC(=O)NC1c1ccccc1OCC(=O)NCCc1ccccc1 (stereo unspecified),10,13,-2.3,-3,-1.2,3,0,-21,-15,-4.2,-2.5
O=C(Nc1cc(S(=O)(=O)N2CCCCC2)ccc1N1CCOCC1)c1ccc(F)cc1,-26,2,x,4,1.0,-3,-6,-7,x,x,-0.3
O=C(Oc1cccc2cccnc12)c1ccco1,12,4,0.3,-2,0.1,-4,-3,4,3,-0.2,-0.7
Cc1cc(C)cc(NC(=O)CCN2C(=O)c3ccccc3C2=O)c1,4,21,x,11,0.2,-9,7,-2,-11,x,-4.3
COC(=O)c1cc(C(=O)OCC(=O)NCc2ccc3c(c2)OCO3)cc([N+](=O)[O-])c1,-16,4,5.3,-5,2.5,-4,2,-9,11,-0.3,-0.8
CCC(C)N(C(=O)COC(=O)CSc1ccc([N+](=O)[O-])cc1)C1CCS(=O)(=O)C1 (stereo unspecified),6,12,x,-3,1.2,-8,-5,-20,-7,x,-1.8
CCN(CC)S(=O)(=O)c1cccc(C(=O)Nc2cccc(C)c2)c1,x,3,-0.7,1,1.8,13,-6,-3,-2,-1.1,-0.5
CCN1C[C@@H]2[C@@H]3C(=O)N(Cc4ccccc4)C(=O)[C@@H]3[C@](Cc3ccccc3)(C(=O)OC)N2C1=NC,-9,2,1.1,-6,-0.2,-2,-6,-6,x,2.1,-0.4
CCCCC1N2CC3([N+](=O)[O-])CN1CC([N+](=O)[O-])(C2)C3(C)C (stereo unspecified),-17,6,2.0,8,1.4,5,2,-11,-1,2.1,-1.0
Cc1ccc(NC(=O)c2ccc(OC(F)(F)F)cc2)cc1S(=O)(=O)N(C)C,-3,-11,5.8,10,2.6,-6,-15,23,0,-0.3,2.1
O=C(Cc1sc(-c2ccccc2)nc1-c1ccccc1)Nc1ccc(Cl)cc1,4,-30,6.2,5,2.0,7,6,-8,x,0.9,5.1
Cc1ccccc1NC(=S)NCc1ccc2c(c1)cc(C)n2C,-2,0,0.9,0,4.0,-1,2,-6,109,-0.4,-0.1
CCOc1ccc(NC(=O)CCCn2nc(C)c3c(C)n(-c4ccccc4)nc3c2=O)cc1,-9,18,1.6,5,0.5,-4,-10,-7,79,-1.8,-3.6
O=C(Cn1c(-c2ccccc2Cl)nc2ccccc21)Nc1cccc(Cl)c1,2,x,-1.0,-7,3.4,-6,7,x,x,-2.8,x
O=C(Nc1ccccc1-c1nnn(CC(=O)N2CCCc3ccccc32)n1)c1ccco1,-122,-21,-1.2,-3,3.4,4,-2,-34,-1,-2.9,3.5
O=C(Cn1c2c(c(-c3ccccc3Cl)cc1=O)CCC2)NCCCN1CCOCC1,5,-2,-0.3,-3,3.1,-2,-11,-14,9,-1.6,0.4
CCOC(=O)N1CCN(C(=O)COc2ccc3ccccc3c2Br)CC1,-15,-4,x,3,1.3,4,-5,-10,11,x,0.7
CC(C)(C)c1ccc(C(=O)Nc2ccc3c(c2)C(=O)NC3=O)cc1,-36,-28,0.9,3,2.2,0,2,12,3,-0.7,4.7
Cc1cc2oc(=O)cc(CSc3nnc(-c4cccs4)o3)c2cc1C(C)C,11,-12,1.3,3,1.6,-9,3,11,0,-1.7,1.8
CC(C)NC(=S)N1CCN(c2ncccn2)CC1,11,9,0.0,-2,1.5,-3,-3,-16,0,-0.4,-1.7
Cc1cc(-c2n[nH]c(=S)n2/N=C/C=C/c2ccco2)n[nH]1,-7,7,2.5,12,0.7,-3,3,-5,-15,2.7,-1.4
CCCCn1c(N)c(N(CCOC)C(=O)c2cc(CC)c(C)s2)c(=O)[nH]c1=O,17,3,0.1,-1,3.7,1,6,-6,-9,0.8,-0.5
O=C(NNC(=O)C1CCN(Cc2ccccc2)CC1)c1cccs1,-35,5,0.4,5,3.9,2,2,0,-5,-0.3,-1.0
c1ccc(-c2nnc(SCc3nc4ccccc4[nH]3)n2Cc2ccco2)cc1,12,11,-0.8,-11,2.8,-8,-7,-38,-14,2.2,-2.0
O=C(c1ccc(S(=O)(=O)Nc2ccccc2)cc1)N1CCCC(C(F)(F)F)C1 (stereo unspecified),0,0,-0.1,7,0.1,-2,6,-2,5,1.3,-0.1
Cc1onc(-c2ccccc2)c1C(=O)N1CCC(C)CC1,-28,0,-2.2,2,0.9,-9,-4,-35,x,-2.1,0.1
CCN(CC(=O)Nc1cc(Cl)ccc1OC)CC(=O)NC1CCS(=O)(=O)C1 (stereo unspecified),8,19,-3.0,2,-2.4,5,-9,-25,5,-3.0,-3.7
C#CCOc1nc2c(c(=O)n(C)c(=O)n2C)n1Cc1ccccc1,-18,-4,2.1,4,2.4,-11,-3,-4,-4,0.8,0.8
CC(OC(=O)c1cccc(N2C(=O)c3ccccc3C2=O)c1)C(=O)Nc1ccc(N(C)C)cc1 (stereo unspecified),13,-12,1.0,-1,4.0,-2,3,10,-5,0.6,1.6
CCc1ccc(-c2ccc(SCC(=O)NCC3CCCO3)nn2)cc1 (stereo unspecified),-109,-4,-1.9,5,-0.5,-2,-23,9,-5,-2.1,0.8
CC1CCCCN1C(=O)COC(=O)/C=C/c1ccc2ccccc2n1 (stereo unspecified),7,2,2.5,0,3.2,-4,5,29,-14,1.3,-0.4
Cc1oc(-c2ccc(Cl)cc2)nc1CN1CCCC(C(=O)N2CCN(C(=O)c3ccco3)CC2)C1 (stereo unspecified),x,6,0.2,-11,0.9,1,10,1,-1,0.2,-1.2
Cc1ccc2cccc(OCC(=O)N3CC(C)CC(C)C3)c2n1 (stereo unspecified),9,-5,1.0,4,3.7,-4,8,4,x,-0.2,0.9
Cc1ccc(CNC(=O)CCc2ccc(S(=O)(=O)NCC(C)C)cc2)cc1,-5,7,3.1,-5,2.3,-8,3,0,-21,-0.5,-1.3
Cc1nc(NCC2CC2)c2nnn(Cc3ccccc3)c2n1,22,-4,0.8,9,-0.7,-10,-7,7,26,1.1,0.9
Cc1csc(SCc2ccc(C(=O)O)cc2)n1,18,9,-1.6,1,0.2,5,2,7,-23,-1.1,-2.0
NC(=O)COC(=O)/C=C/c1ccc(S(=O)(=O)N2CCCCCC2)cc1,-40,-5,-0.8,5,-2.9,-3,-3,27,6,-4.8,1.0
CCOc1ccccc1Nc1nc2ccccc2[nH]1,x,-42,1.8,7,0.5,4,-13,-26,x,-1.6,7.7
c1ccc(CSc2ncnc3c2sc2nc(N4CCOCC4)c4c(c23)CCCC4)cc1,2,6,0.2,-2,2.0,-3,0,-15,x,0.4,-1.0
O=C(O)CNS(=O)(=O)/C=C/c1ccccc1,-16,22,1.2,4,3.3,-1,0,4,10,0.4,-4.3
CCCCc1nc2cc(C(=O)N3CCCC3)ccc2o1,-26,-1,-0.2,-6,0.6,-10,3,-3,36,1.4,0.2
COCCSc1ccccc1C(=O)Nc1nnc(C)s1,-1,16,0.9,-4,2.3,3,-10,-32,-7,-1.4,-3.4
O=C1CCC[C@@H]2[C@H]3CCC[N+]4([O-])CCC[C@@H](CN12)[C@@H]34 (stereo partly specified),-2,8,0.6,-2,1.2,-6,0,-2,9,3.0,-1.5
N#Cc1ccc(OCc2ccc(C(=O)O)o2)cc1,8,12,0.7,-6,0.7,1,1,-4,-4,1.7,-2.0
Nc1nc(SCC(=O)N2CCCc3ccccc32)[nH]c(=O)c1-c1ccccc1,-23,-2,2.9,-1,2.0,1,-3,-25,6,-2.3,0.4
CN(CC(=O)Nc1ccc(F)cc1)CC(=O)N1CCCCC1,-5,5,0.6,2,-2.9,4,-11,1,-16,0.7,-1.3
O=C(COC(=O)/C=C/c1ccco1)Nc1cc(S(=O)(=O)N2CCOCC2)ccc1Cl,-10,11,1.2,-9,0.3,0,-5,-6,-17,-1.3,-2.6
CCn1ncc(Br)c1C(=O)Nc1sc2c(c1C(=O)OC)CCC2,-66,4,1.8,-5,-0.5,-6,-6,-8,-6,-0.6,-0.6
Cn1nc(C(=O)Nc2sccc2C(N)=O)ccc1=O,x,-1,5.0,12,2.5,0,4,-25,x,-0.1,0.2
O=C(O)C1CCC(CNS(=O)(=O)c2ccccc2)CC1 (stereo unspecified),16,8,1.3,0,0.2,8,7,0,10,1.4,-1.8

The listing continues:
mol,PfHsp90 set2,MOR-DOR inv ag,AddAB inh,Tat export inh,phage Ecoli inh,PKA-R1A activ,PKA-R2B act,HTR5A inv ctr,Mot1-301 SUMO,Ecoli viability,OPRM1-OPRD1 ag
O=C(CSCc1ccc(Cl)cc1)NN=C1CCCCCC1,21,10,1.9,-1,0.1,-2,1,10,1,-2.0,-1.9
COc1ccc(C(=O)N/C(=C/c2cccnc2)C(=O)Nc2cccc(C(C)=O)c2)cc1OC,18,9,3.3,2,-1.8,3,12,-5,8,1.3,-1.2
CCN1CCN(C(=O)c2ccc(Sc3ccccc3Cl)c([N+](=O)[O-])c2)CC1,4,12,1.0,-9,1.9,-10,8,2,8,0.6,-1.9
COc1ccc(N2CC(C(=O)N[C@H](C(=O)NC3CCCCC3)C(C)C)CC2=O)cc1 (stereo partly specified),-19,-1,1.9,3,0.9,-4,-5,9,-4,-1.3,0.3
CN(C)C(=O)N1CCCC(C(=O)NCCc2ccccc2)C1 (stereo unspecified),3,6,1.0,1,3.4,1,1,-15,-9,1.1,-1.1
COc1ccc(S(=O)(=O)N2CCC(C(=O)N[C@H](C(=O)NCc3ccco3)C(C)C)CC2)cc1,-8,-1,2.2,8,3.4,-8,1,1,5,0.4,0.2
Cc1cc(C)nc(N2CCN(c3nnnn3-c3ccccc3)CC2)n1,-150,8,-0.2,-9,1.4,-9,-11,7,-3,-1.8,-1.4
Cc1c(C(=O)N2CCOCC2)c(S(=O)(=O)Nc2ccccc2)c(C)n1C,1,15,5.0,15,2.2,-2,5,2,-6,2.6,-2.9
O=C(Nc1ccccc1Cl)C1CCCN(S(=O)(=O)c2ccc(-n3cnnn3)cc2)C1 (stereo unspecified),-4,-4,2.2,-8,-0.1,8,3,2,-16,-0.2,0.5
COc1ccc(C)cc1Cn1c(S(C)(=O)=O)nc2ccccc21,15,-19,1.9,6,0.8,-5,-1,1,7,-0.1,3.0
CC1CCN(C(=O)COc2ccccc2F)CC1,-7,14,1.1,-2,2.1,-4,7,-31,-1,1.4,-2.9
